Compound activity: PubChem, National Center for Advancing Translational Sciences (NCATS)
Pol beta inh – DNA polymerase beta (human) inhibition | P06746 | Pol beta primer extension/strand displacement, fluorescence kinetic | Potency, µM (doses to about 114 µM), inactives show at the top dose activity change, negative = inhibition, actives largely listed as inhibitors | actives 1.3% (n = 340,000); note: potency is the fitted concentration of half-maximal effect; % is set by controls: 0 for no effect and ±100 for the full control effect
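Kinetic readout of DNA synthesis with strand displacement by Pol beta. Compound and 10 nM enzyme sit 15 min at room temperature; 50 nM substrate starts the reaction, read immediately and at 10 min.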
Pol kappa inh – DNA polymerase kappa (human) inhibition | actives 0.53% (n = 400,000) | Potency, µM (top dose mostly 107 µM), without a hit: top-dose activity, negative = inhibition, actives largely listed as inhibitors | Q9UBT6 | purified Pol kappa, fluorescent DNA synthesis assay, 10 min | AID 588579; note: potency is the fitted concentration of half-maximal effect; % is set by controls: 0 for no effect and ±100 for the full control effect
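50 nM final substrate added after 15 min RT preincubation of 10 nM Pol kappa with compound; fluorescence read at 0 and 10 min.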
LDHA block – inhibitors of human lactate dehydrogenase A; P00338; purified LDHA, NADH/diaphorase-resazurin fluorescence; active compounds read low; activity change, % (values are at about 110 or 230 µM); actives 0.15% (n = 480,000); AID 1347041; in the data active = activity change below about -30%; inconclusive = mostly about -25% to -30%;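 note: plate controls were DMSO wells for no effect and wells without enzyme for full effect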
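LDH5 2 nM; NADH 0.06 mM, pyruvate 0.2 mM; 200 mM Tris pH 7.4, EDTA, Tween-20; 5 min RT. Detection: diaphorase 0.133 mg/mL + resazurin 37 µM, fluorescence ex540/em590 at 0 and 20 min; normalized to enzyme-free and DMSO wells.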
APEX1 inh – inhibitors of human APE1 endonuclease. P27695. recombinant APE1, TAMRA/BHQ-2 abasic DNA cleavage fluorescence. Potency, µM (top dose mostly 65.8 µM), for the others: top-dose activity change, negative = inhibition, actives largely listed as inhibitors. actives 0.35% (n = 350,000). AID 2517;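 note: potency is the fitted concentration of half-maximal effect; plate controls were vehicle for no effect and reference inhibitor for full effect; nearly all actives have a fitted effect of over 55% in size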
Target sequence (P27695 whole entry, looked up): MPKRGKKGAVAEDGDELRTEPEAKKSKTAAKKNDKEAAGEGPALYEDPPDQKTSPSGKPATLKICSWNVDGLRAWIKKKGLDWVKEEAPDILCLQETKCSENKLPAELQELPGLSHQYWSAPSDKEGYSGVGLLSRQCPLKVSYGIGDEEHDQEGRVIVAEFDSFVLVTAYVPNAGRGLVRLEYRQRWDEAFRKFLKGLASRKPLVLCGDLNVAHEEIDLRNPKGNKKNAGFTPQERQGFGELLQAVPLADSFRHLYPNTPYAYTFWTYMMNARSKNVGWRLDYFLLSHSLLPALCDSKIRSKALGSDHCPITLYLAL
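APE1 at 0.75 nM preincubated 15 min at room temperature with compound. Reaction then started with 50 nM double-stranded THF-abasic substrate labelled with TAMRA/BHQ-2, and 525/598 nm fluorescence read kinetically. Activity taken as third-minus-first read difference, normalized to DMSO and NSC13755 controls.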
Pol eta inh – DNA polymerase eta (human) inhibition; recombinant Pol eta, fluorescent DNA replication assay; Potency, µM (top dose mostly 114 µM), for inactives: at the highest dose activity change, negative = inhibition, actives largely listed as inhibitors; actives 1.2% (n = 390,000); Q9Y253; note: potency is the fitted concentration of half-maximal effect; % is set by controls: 0 for no effect and ±100 for the full control effect
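Pol eta at 10 nM preincubated with compounds 15 min at room temperature; reaction started with fluorescent substrate (50 nM final) and read kinetically at 0 and 10 min.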
Glioma ERSR ind – inducers of ER stress response in human glioma cells | U87-MG GRP78 promoter luciferase reporter, 16 h | Potency, µM, inactives show top-dose activation, most hits filed as activators | actives 0.02% (n = 420,000) | AID 602332; note: potency is the fitted concentration of half-maximal effect; series mostly up to about 76 µM; % of control where 0% means no effect; nearly all actives have a fitted effect of over 35% in size
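Stably transfected U87-MG human glioma cells carrying a GRP78-based luminescent sensor were seeded at 1000 cells/well, pin-dosed with compounds and incubated 16 h. Luciferase reagent was then added, and end-point luminescence was read after 10 min at room temperature.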
Pol iota inh – blocks human DNA polymerase iota activity; Q9UNA4; AID 588590; Pol iota fluorescent replication assay, 10 min; Potency, µM (highest dose often 115 µM), without a hit: top-dose activity, negative = inhibition, most hits filed as inhibitors; actives 1% (n = 390,000); note: potency is the fitted concentration of half-maximal effect
Target sequence (Q9UNA4 whole entry, looked up): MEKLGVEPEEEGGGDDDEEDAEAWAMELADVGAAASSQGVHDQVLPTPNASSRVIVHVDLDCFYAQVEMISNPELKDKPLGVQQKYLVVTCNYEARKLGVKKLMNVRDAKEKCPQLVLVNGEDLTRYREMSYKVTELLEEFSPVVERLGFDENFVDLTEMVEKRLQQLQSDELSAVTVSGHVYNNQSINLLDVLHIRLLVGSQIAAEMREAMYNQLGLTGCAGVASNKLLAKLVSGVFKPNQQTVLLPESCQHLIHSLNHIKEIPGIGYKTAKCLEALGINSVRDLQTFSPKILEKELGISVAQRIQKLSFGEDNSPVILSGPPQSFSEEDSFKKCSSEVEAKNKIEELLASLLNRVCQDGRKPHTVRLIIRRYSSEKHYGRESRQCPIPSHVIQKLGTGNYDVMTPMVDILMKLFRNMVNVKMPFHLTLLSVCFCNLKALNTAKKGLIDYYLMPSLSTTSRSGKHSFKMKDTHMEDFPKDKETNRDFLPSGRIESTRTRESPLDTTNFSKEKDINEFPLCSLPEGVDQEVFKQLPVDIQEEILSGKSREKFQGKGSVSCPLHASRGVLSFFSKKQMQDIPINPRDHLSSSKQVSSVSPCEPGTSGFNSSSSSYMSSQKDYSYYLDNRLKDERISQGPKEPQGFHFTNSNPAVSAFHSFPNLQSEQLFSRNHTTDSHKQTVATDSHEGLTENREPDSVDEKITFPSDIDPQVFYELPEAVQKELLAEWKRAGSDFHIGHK
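Pol iota at 10 nM preincubated 15 min with compounds at room temperature; reaction started with fluorescent substrate, 50 nM final. Fluorescence read kinetically at 0 and 10 min; buffer-only wells as negative control.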
BLM helicase inh – inhibitors of human Bloom syndrome helicase BLM; P54132; recombinant BLM DNA unwinding, fluorescence dequenching; Potency, µM (series often up to 56.1 µM), inactives show at the highest dose activity change, negative = inhibition, most hits filed as inhibitors; actives 0.2% (n = 350,000);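 note: potency is the fitted concentration of half-maximal effect; plate controls were vehicle for no effect and no enzyme for full effect; nearly all actives have a fitted effect of over 35% in size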
Apoferritin bind – candidate novel general anesthetic via apoferritin binding; P02791; apoferritin/1-aminoanthracene competitive binding, fluorescence; Potency, µM (titrated, usually from 77.5 µM), without a hit: top-dose activity change, negative = displacement, usual class: inhibitors; actives 0.074% (n = 350,000); note: potency is the fitted concentration of half-maximal effect; % is set by controls: 0 for no effect and ±100 for the full control effect; nearly all actives have a fitted effect of over 20% in size
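Steps: apoferritin (10 uM) was premixed with half-saturated 1-AMA in PBS, compounds were pin-transferred, plates stood 10 min at room temperature, fluorescence was read at 380/535 nm, and curves were fitted with a Hill equation.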
* marks the source's active call; other numbers are inactive results; ? = inconclusive; · = not tested or not shown; & = joins results of further samples; [ ] = dose if it differs, or a comment. Unless noted, calls come from the whole dose curve; as a rule, active = well fitted curve in the direction sought with a large enough effect; inconclusive = small, poorly fitted or top-dose-only effect, or another doubt; inactive = no such curve, though single readings can be large; an effect the other way counts as inactive or inconclusive.

SMILES	Pol beta inh	Pol kappa inh	LDHA block	APEX1 inh	Pol eta inh	Glioma ERSR ind	Pol iota inh	BLM helicase inh	Apoferritin bind
Cc1oc(-c2ccc(Cl)cc2)nc1Cn1c(=O)cc(C)c2c(C)nn(-c3cccc(F)c3)c21	18%	0%	-2	·	-6%	2%	?	-3%	9%
Cc1cc2oc(=O)cc(Cn3ncc(Cl)c(Cl)c3=O)c2cc1Cl	2%	-4%	-4	10%	?	-3%	-5%	-7%	-8%
O=c1c2ccccc2nc2n1CC/C2=C/N1CCN(c2cccc(C(F)(F)F)c2)CC1	7%	-2%	9	7%	-8%	-3%	?	-6%	?
C=CCNC(=O)NS(=O)(=O)c1ccc(C)cc1	20%	-10%	1	0%	-3%	-6%	1%	2%	-9%
CCCCn1c(SCc2ccccc2C#N)nc2c(sc3ccccc32)c1=O	45%	-2%[60.1 µM]	-7	·	-7%	-2%	21%	-3%	2%
O=C(CC(C(=O)O)n1ccnc1)c1ccc(Cl)cc1 (stereo not given)	·	5%	4	·	·	-2%	?	·	·
COc1ccc2nc(N/C(N)=N/C(=S)Nc3ccccc3)nc(C)c2c1	-11%	5%	2	-5%	-13%	0%	75%[activator]	28%	-11%
CCc1ccc(C(C)NC(=O)c2ccc3c(c2)OCO3)cc1 (stereo not given)	0%	4%	-1	5%	0%	-1%	17%	-5%	-3%
O=C(Nn1c(C2CCCCC2)nc2ccccc2c1=O)c1ccc(Cl)c([N+](=O)[O-])c1	-15%	-6%	-13	-8%	-9%	8%	56%[activator]	-4%	-5%
CC(C)(C)OC(=O)N1CCC(NC(=O)c2nc[nH]c2C(=O)N2CCN(c3ccccc3)CC2)CC1	·	9%	0	6%	-1%	1%	-2%	·	·
Cn1nnnc1SCCNCc1ccc(OCc2ccccc2Cl)cc1	6%	-15%	3	·	-2%	1%	2%	2%	?
O=C(COC(=O)c1ccc(Br)o1)Nc1ccc2[nH]c(=O)[nH]c2c1	·	-13%	-1	5%	-8%	-4%	?	·	·
N/C(=N\OC(=O)Cc1ccccc1[N+](=O)[O-])c1ccccn1	0%	-3%	-7	4%	3%	2%	104%[activator]	-3%	-4%
CCOC(=O)/C(C#N)=C/c1cc2cc(C)c(C)cc2nc1Cl	16%	-11%	-6	-2%	-24%	4%	31%[activator]	0%	-3%
CCN(CC)S(=O)(=O)c1ccc(O)c(NC(=O)c2ccc(N3CCOCC3)c([N+](=O)[O-])c2)c1	-24%	?	-7	3%	1%	-2%	8%	-6%	4%
Cc1ccc(OCC(O)CNCc2ccccc2)cc1C (stereo not given)	-1%	-15%	-4	-2%	-9%	-2%	15%	-3%	3%
CC(C)C(NC(=O)C(Cc1ccc(O)cc1)NC(=O)C(NC(=O)C(F)(F)F)C(C)C)C(=O)O (stereo not given)	·	-4%[60.1 µM]	·	4%	·	1%	·	3%	4%
COc1ccccc1OCC(=O)Nc1ccccn1	12%	-13%	-7	-2%	-8%	-6%	20%	-3%	-15%
CCC(C)CCCCCCCCCCC(=O)O (stereo not given)	·	-30%	5	·	?	-5%	?	·	·
CN(C)c1nc(NCc2ccccc2)nc(SCC(=O)Nc2ccccc2)n1	9%	-12%	-3	-4%	-20%	-3%	13%	-8%	-21%
Cc1ccc(S(=O)(=O)NC(=O)Nc2ccc(F)c(F)c2)cc1	-1%	-6%	-5	-1%	-6%	-2%	45%[activator]	-2%	31%[activator]
COc1ccc(CNC(=O)c2cncc(Br)c2)cc1	-1%	-3%	-3	37%	0%	-1%	-7%	-1%	-2%
CC(NC(=O)NC1CCCCC1)c1ccc2c(c1)OCO2 (stereo not given)	6%	-17%	-5	2%	-8%	-1%	0%	2%	-18%
O=S(O)OC1CS(=O)(=O)CC1c1ccccc1 (stereo not given)	1%	0%	-7	36%	9%	-2%	-6%	0%	-6%
O=C(NCc1cccs1)c1cc(C2CC2)on1	17%	7%	7	-3%	0%	-2%	-5%	-4%	1%
Additional records follow:
SMILES	Pol beta inh	Pol kappa inh	LDHA block	APEX1 inh	Pol eta inh	Glioma ERSR ind	Pol iota inh	BLM helicase inh	Apoferritin bind
CCC(=O)c1ccc(OCC(=O)Nc2ccc(N3CCCCC3)cc2)cc1	·	0%	3	-3%	-2%	-3%	15%	·	·
CCOC(=O)CC1NC(=O)c2ccccc21 (stereo not given)	3%	0%	-4	-2%	0%	-1%	13%	-2%	-11%
CC(=O)N1CN(CCCn2ccnc2)Cc2c1sc1c2CCCC1	52%	-13%	6	0%	-17%	2%	39%[activator]	-1%	-18%
COc1ccc(CNc2nc(-c3ccccc3OC)nc3ccccc23)c(OC)c1	·	-9%[60.1 µM]	·	5%	·	-5%	·	114%[activator]	-15%
CCOC(=O)c1c(NC(=O)C2C3C=CC(CC3)C2C(=O)O)sc(C)c1C (stereo not given)	0%	-6%	-5	2%	-6%	-3%	-3%	2%	1%
CC(C)CNC(=S)NC1CCCC1	42%	-6%	-2	15%	-18%	-4%	29%	-6%	-9%
CC(C)C12NC(=O)NC(=O)N1CCS2 (stereo not given)	·	-12%	-8	·	-7%	7%	-6%	·	·
CCN(c1ccccc1)S(=O)(=O)c1c(C)nc2scc(C)n2c1=O	2%	-15%	-8	·	-2%	-4%	-1%	2%	0%
CC1CCN(S(=O)(=O)c2ccc3c(c2)N(CC(=O)NCCCN2CCCCC2)C(=O)CS3)CC1	3%&1%	-5%	-3&1	17%	-2%&-19%	-2%&-1%	-4%&12%	-1%&4%	-6%&-1%
CCOc1ccc(C(=O)C2CCN(CC(=O)Nc3nccs3)CC2)cc1	-3%	-2%	-6	31%	-10%	8%	31%[activator]	-1%	7%
Cc1cc(N2CCN(C(=O)OC(C)(C)C)CC2)n2ncnc2n1	38%	-17%	-1	2%	5%	-6%	5%	-3%	-7%
Cc1ccc(S(=O)(=O)CCC(=O)c2ccc(F)cc2)cc1	23%	-10%	-7	14%	4%	-18%	-5%	1%	-4%
Cn1c(CC(=O)Nc2ccccc2)c(Sc2ccccc2)c2ccccc21	-7%	-2%[60.1 µM]	-4	4%	-7%	-3%	16%	0%	8%
O=C(CSc1nc(-c2ccccc2)c(-c2ccccc2)[nH]1)Nc1nccs1	-1%	-9%	-10	11%	-12%	-1%	?	-7%	-13%
CC(C)C[C@H](NC(=O)C1(c2ccccc2)CCN(C(=O)OC(C)(C)C)CC1)C(=O)N1CCC[C@H]1C(=O)O	2%	-9%	-4	55%[activator]	-6%	1%	-7%	3%	-1%
CCc1ccc(NS(=O)(=O)c2ccc(NC(=O)N3CCCC3)cc2)cc1	15%	-2%[60.1 µM]	-5	·	-3%	-3%	7%	1%	0%
O=C(Nc1ccc(-c2cn3c(n2)SCC3)cc1)c1ccc2ccccc2n1	9%	-2%	-5	-5%	-25%	-3%	179%[activator]	-7%	-7%
CC(=O)NC(C)c1nc2ccccc2n1Cc1ccccc1Cl (stereo not given)	-17%	-7%	0	·	-12%	-3%	38%[activator]	-1%	3%
Cc1ccc(C(=O)NNC(=O)CSc2nnc(-c3ccncc3)n2C)cc1	13%	-4%	-2	1%	-4%	-4%	24%	0%	-6%
COc1cc2cc(C(=O)Nc3ccc4c(c3)OCCO4)[nH]c2cc1OC	?	8%	-2&4	38%	0%	-10%	22%	-15%	-10%
COc1ccc(F)cc1S(=O)(=O)NCc1cc(=O)n(C)c(=O)n1C	0%	9%	-1	45%	-19%	-1%	2%	0%	-3%
COc1ccc(N(CC(=O)Nc2ccc(OC)cc2OC)S(=O)(=O)c2ccccc2)cc1	62%	-11%	0	3%	?	-3%	104%[activator]	-8%	-10%
CC(=O)OCC1(C)CN(c2ccccc2)N(C(=O)c2ccc(C(C)(C)C)cc2)C1=O (stereo not given)	-28%	-3%	4	-4%	-18%	3%	-7%	-9%	?
C[N+]1(CC(=O)c2ccc3ccccc3c2)CCOCC1	·	2%	6	·	·	-3%	39%[activator]	·	·
CC(C)[C@H](NC(=O)c1ccc(Cl)cc1Cl)C(=O)NNC(=O)c1ccco1	·	-5%	-4	9%	-11%	0%	13%	·	·
Further structures follow.
SMILES	Pol beta inh	Pol kappa inh	LDHA block	APEX1 inh	Pol eta inh	Glioma ERSR ind	Pol iota inh	BLM helicase inh	Apoferritin bind
Cc1cc(NC(=O)CN2C(=O)NC3(CCCCCC3)C2=O)ccc1Br	·	-1%	0	12%	-7%	2%	12%	·	·
Cc1cccc(/C=C2\CCC(=C3SCCCS3)C2=O)c1	?	-3%	-7	-8%	?	-15%	?	-12%	-24%
CCCCn1c(N)c(N(CCC(C)C)C(=O)c2cccc(S(=O)(=O)N3CCN(C)CC3)c2)c(=O)[nH]c1=O	·	2%	-1	15%	-18%	-4%	16%	·	·
Oc1cccc(NC(=S)N=Nc2c(O)[nH]c3ccccc23)c1	?	-5%	-5	15%	-8%	2%	19%	8%	?
O=[N+]([O-])c1ccc2c(c1)C(=Nc1ccccc1)c1ccccc1-2	·	-10%	-4	·	-4%	1%	19%	·	·
O=C(Nc1ccc2oc(-c3ccc4ccccc4c3)nc2c1)c1cc(Cl)ccc1Cl	-14%	-19%	-15	·	-7%	-2%	-6%	-5%	34%[activator]
CC(C)=CCC/C(C)=C/CNC(=O)C[C@H]1C[C@H](C(=O)N2CCCCC2)[C@@]2(C)c3[nH]c4cc(CCC(=O)N(C)C)ccc4c3CCN2C1=O	·	-3%	5	2%	-19%	-2%	7%	·	·
CC(=O)Nc1ccc(S(=O)(=O)NCCc2ccccc2)cc1	-1%	1%	-3	-6%	2%	0%	19%	-8%	-5%
O=C(Nc1ccc(Cl)cn1)C1CCCN1S(=O)(=O)c1ccc(Cl)cc1 (stereo not given)	-2%	-14%	0	4%	-12%	-3%	-3%	-3%	-13%

An excerpt; count on the stated rates, not on these rows.
